# EBI2 block = blocks human EBI2 receptor beta-arrestin signaling; inhibition, % at 5 µM; AID 651636; P32249; EBI2 beta-arrestin recruitment, luminescence, 7a,25-OHC stimulated; 360,000 compounds, 0.81% hits; in the data active means inhibition above about 38%;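 further: enzyme fragment complementation signal reports receptor beta-arrestin coupling in cells; 0% = agonist plus DMSO wells and 100% = wells without agonist; some results beyond the cut were filed as inactive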
# Target sequence (P32249 whole entry, looked up, the tested form may be a part): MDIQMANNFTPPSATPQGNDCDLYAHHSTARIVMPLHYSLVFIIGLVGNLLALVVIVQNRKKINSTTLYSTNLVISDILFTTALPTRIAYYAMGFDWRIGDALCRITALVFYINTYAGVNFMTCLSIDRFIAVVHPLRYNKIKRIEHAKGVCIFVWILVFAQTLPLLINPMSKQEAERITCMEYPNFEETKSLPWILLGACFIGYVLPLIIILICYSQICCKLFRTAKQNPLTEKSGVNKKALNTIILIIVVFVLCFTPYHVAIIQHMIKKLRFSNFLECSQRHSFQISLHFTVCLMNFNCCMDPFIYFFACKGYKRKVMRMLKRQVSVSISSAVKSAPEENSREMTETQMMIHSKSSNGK
# CXCR6 block = blocks human CXCR6 beta-arrestin recruitment | O00574 | CHO-K1 PathHunter CXCR6 beta-arrestin, luminescence | inhibition, % at 20 µM | 360,000 compounds, 0.36% hits; in the data active means inhibition above about 34%, passing the limit was not always enough;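 further: antagonist mode with CXCL16 agonist at 10 nM final; 0% = 10 nM CXCL16 with DMSO and 100% = unstimulated wells without agonist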
# Target sequence (O00574 whole entry, looked up): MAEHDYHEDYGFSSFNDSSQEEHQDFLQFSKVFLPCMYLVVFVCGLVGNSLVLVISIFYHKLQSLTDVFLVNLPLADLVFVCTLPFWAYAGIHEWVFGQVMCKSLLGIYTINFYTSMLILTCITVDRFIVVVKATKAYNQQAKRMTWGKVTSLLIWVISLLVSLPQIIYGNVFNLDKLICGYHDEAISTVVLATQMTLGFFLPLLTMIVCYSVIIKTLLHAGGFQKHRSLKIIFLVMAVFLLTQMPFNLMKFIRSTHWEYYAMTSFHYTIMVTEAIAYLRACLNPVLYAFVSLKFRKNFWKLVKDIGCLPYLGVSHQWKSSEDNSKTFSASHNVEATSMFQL
# * = called active by the depositor.
SMILES,EBI2 block,CXCR6 block
O=C(COC(=O)/C=C/c1cccc(F)c1)NC1CCCCC1,3,-2
CC1(c2nc3ccccc3[nH]2)CCC(=O)N1C1CC1 (configuration not stated),-1,-4
Cc1ccc(OC(=O)N(C)C[C@H]2OCc3cn(nn3)CCCC(=O)N([C@H](C)CO)C[C@@H]2C)cc1,-6,2
O=C(Nc1ccn(CCCN2CCC(N3CCOCC3)CC2)c(=O)n1)OCc1ccccc1,-4,-5
CCOc1ccc(NS(=O)(=O)c2ccc(Cl)c(N=Nc3c(O)[nH]c(=S)[nH]c3=O)c2)cc1Br,10,15
CCCNC(=O)CSc1ccc(S(=O)(=O)N(C)C2CCCCC2)cn1,-1,-2
C=CCCC(=O)N1C[C@H]2CON(C)[C@H]2C[C@H]1c1ccc(N2CCCCC2)cc1,-9,5
COc1ccccc1C=C(C(=O)c1ccccc1)c1ccccc1,7,2
O=c1[nH]c(=S)[nH]c2c1C(c1ccc(F)cc1)OC(CCC(F)(F)F)C2 (configuration not stated),-9,-10
Cc1cc(Cl)ccc1C(O)c1ncc(-c2ccccc2C(F)(F)F)[nH]1 (configuration not stated),7,-8
Cc1ccc(S(=O)(=O)N2C[C@H]3n4c(=O)ccc(=O)n4C[C@H](OC(=O)NCc4ccccc4)[C@@]3(O)C2)cc1,0,-3
Cc1ccc(F)c(S(=O)(=O)NC(=O)C2(C)CCN2C(=O)c2cccc3ccccc23)c1 (configuration not stated),-4,3
O=C(NCc1ccc(F)cc1)c1cccc2c1C(=O)c1ccc(N3CCC(N4CCCCC4)CC3)cc1S2(=O)=O,-4,3
CCc1nc2ccc(C(=O)N3CCN(C)CC3)cn2c1N(C)CCCc1ccccc1,-8,-4
CC(Oc1ccc(Br)cc1)C(=O)N(Cc1ccccc1)c1c(N)n(Cc2ccccc2)c(=O)[nH]c1=O (configuration not stated),5,8
CN1OC[C@@H]2CN(C(=O)C(C)(C)C)[C@H](c3ccc(-c4cccnc4)cc3)C[C@@H]21,-9,5
CC(=O)OCC(=O)C1(O)CCC2C3CC(C)C4=CC(=O)C=CC4(C)C3C(O)CC21C (configuration not stated),0,7
O=C(Nc1cccc(Cl)c1Cl)c1csc([C@@H]2O[C@H](CO)[C@@H](O)[C@H]2O)n1,-20,9
CCC(=O)N1CCC(C)(C(=O)Nc2ccc(OC)c(OC)c2)C1 (configuration not stated),0,1
COc1ccc(Cl)cc1C1=NOC2(CCC2)C(=O)N1Cc1cccc(C#N)c1,11,13
CSc1ccc(CN2CCC(C)(Oc3cccc(F)c3)C2)cc1 (configuration not stated),-11,-3
COc1ccc(NC(=O)N(C)C[C@@H]2OCc3cnnn3CCCC(=O)N([C@H](C)CO)C[C@@H]2C)c(OC)c1,0,-3
Cc1ccc(S(=O)(=O)N2CCC(=O)N([C@H](COC(=O)Nc3ccccc3)Cc3ccccc3)CC2)cc1,8,-4
C[C@H](CO)N1C[C@H](C)[C@H](CN(C)C(=O)OCc2ccccc2)OCc2cnnn2CCCC1=O,-4,-2
CNC(=O)c1ccc2cc(OC)c(OC)cc2c1,-4,1

# Shown as tab-separated lines: entries from further up.
SMILES	EBI2 block	CXCR6 block
CC(=O)OCC(=O)C1(O)CCC2C3CC(C)C4=CC(=O)C=CC4(C)C3C(O)CC21C (configuration not stated)	0	7
O=C(Nc1cccc(Cl)c1Cl)c1csc([C@@H]2O[C@H](CO)[C@@H](O)[C@H]2O)n1	-20	9

# Four of the entries above in order of the CXCR6 block value, falling.
SMILES,CXCR6 block
CN1OC[C@@H]2CN(C(=O)C(C)(C)C)[C@H](c3ccc(-c4cccnc4)cc3)C[C@@H]21,5
C[C@H](CO)N1C[C@H](C)[C@H](CN(C)C(=O)OCc2ccccc2)OCc2cnnn2CCCC1=O,-2
Cc1ccc(S(=O)(=O)N2C[C@H]3n4c(=O)ccc(=O)n4C[C@H](OC(=O)NCc4ccccc4)[C@@]3(O)C2)cc1,-3
Cc1ccc(S(=O)(=O)N2CCC(=O)N([C@H](COC(=O)Nc3ccccc3)Cc3ccccc3)CC2)cc1,-4

# Continued.
SMILES,EBI2 block,CXCR6 block
CC(C)(C)c1ccc(C(=O)O/N=C(\N)Cc2cccs2)cc1,9,0
c1cc(-c2cc3nc(NC4CCCCC4)ccn3n2)ccc1OCCN1CCOCC1,2,-21
CC(=O)NCCNC(=O)C1Cc2c(-c3ccccc3Oc3ccccc3)ccnc2O1 (configuration not stated),0,5
CCc1cc(C(=O)N(CC)CC(=O)Nc2c(F)cccc2F)sc1C,-6,-1
COc1ccccc1S(=O)(=O)N(C)C[C@H]1OCc2cnnn2CCCC(=O)N([C@@H](C)CO)C[C@@H]1C,-6,-4
COc1cccc(CNc2nc3cc(-c4cccc(C(F)(F)F)c4)sc3c(=O)n2C)c1,1,-11
c1ccc(CNc2nc(NCC3CC3)nc3cc(-c4ccccc4)sc23)cc1,63*,6
COc1ccccc1N(C)c1cc2c(c3c1ccn3C)C1CCC2C1 (configuration not stated),14,0
CCNC(=O)C1(C)CCCN(C(=O)c2cc(OC)ccc2Br)C1 (configuration not stated),-6,1
CCc1nc2ccc(C(=O)N3CCNC(=O)C3)cn2c1N(C)CCC(C)C,0,-6
CCc1nc2c(OCc3cc(Cl)cc(Cl)c3)cccn2c1N(C=O)Cc1ccccc1,22,22
Cc1ccccc1Cn1c(C)c(C(=O)N(C)Cc2ccc(F)cc2)sc1=O,1,8
Cc1ccc(S(=O)(=O)NC(=O)C2(C)CCN2C(=O)c2cccc(F)c2)nc1 (configuration not stated),2,4
CCCNC(=O)C1(C)CCCN(C(=O)c2cccc(Cl)c2)C1 (configuration not stated),-1,6
CCCCn1nnnc1C(c1ccccc1)N1CCN(c2cccc(C)c2C)CC1 (configuration not stated),14,16
CCNC(=O)C1CCCN(C(=O)c2ccc(C(=O)OC)cc2)CC1 (configuration not stated),-11,0
COc1ccc(-c2c(C)nn3c(C(F)(F)F)cc(C)nc23)cc1,14,5
CC1=C(C#N)C(C)(C)C(C#N)=C(C)N1,-10,-5
COc1ccc(OC)c(NC(=O)C2(C)CCN2C(=O)C2(c3ccc(Cl)cc3)CCC2)c1 (configuration not stated),27,5
CCOC(=O)C1(C)CCCN1C(=O)c1ccc(N(C)C)cc1 (configuration not stated),1,-2
Cc1ccc2c(c1)CCO[C@]21O[C@H](CCO)C[C@H](O)[C@H]1O,-2,-3
CCOC(=O)[C@]12CCCC=C1N(Cc1ccc3c(c1)OCO3)C(=O)[C@H](CC(=O)NCc1cccc(C(F)(F)F)c1)C2,8,9
CCN(CC)c1c(C)nc2ccc(C(=O)N3CCN(C(=O)c4ccco4)CC3)cn12,-2,-2
CCN1CCN(C(=O)c2cc(COc3ccc(F)c(F)c3)on2)[C@@H](C)C1=O,-4,0
CC(C)N(Cc1nnc(-c2ccccc2Cl)o1)C(=O)COc1cccc(Cl)c1,-5,-2
# (more compounds)
SMILES,EBI2 block,CXCR6 block
CCCCOc1ccc(C(=O)NCC(=O)OCCCOC(=O)CNC(=O)c2ccc(OCCCC)cc2)cc1,-4,11
COc1ccc(C(=O)N2CCCCC2c2cc(C(=O)NCc3ccccc3)no2)cc1 (configuration not stated),-6,4
COc1ccc(S(=O)(=O)NCc2ccccn2)cc1C,-7,5
Cc1ccc(NC(=O)C2(C)CCN2C(=O)Cc2ccccc2Cl)cc1C (configuration not stated),-6,5
CCOc1ccccc1CNC(=O)C1CCN(S(=O)(=O)N2CCC(C)CC2)CC1,1,2
O=C(NCc1ccco1)Nc1nnc([C@H]2C[C@H](O)[C@@H](CO)O2)s1,-11,0
CNc1cncc(-c2ccc(OC)cc2)n1,-2,-8
COc1ccc(Cc2c(-c3ccc(C#N)cc3)nc3c(Cl)cc(C(F)(F)F)cn23)c(C)c1,17,-11
COc1ccc(S(=O)(=O)N2CCN(Cc3ccccc3OC)CC2)cc1,0,-2
CCc1nc2c(OCCC3CCCCC3)cccn2c1N(C)C(=O)c1cccs1,29,47*
Fc1ccccc1N1CCN(C(c2ccnc3ccccc23)c2nnnn2-c2ccc3c(c2)OCCO3)CC1 (configuration not stated),13,12
CCNC(=O)C1CCCN(Cc2cc(-c3ccccc3)on2)CC1 (configuration not stated),-5,-5
C=CCn1nc(C(=O)OCC)cc1-c1sc(NC(=O)c2ccccc2)nc1C,-5,-6
COc1cccc(C2=CC(=O)CC(C)(C)C2=O)c1,-2,-4
O=S1(=O)C[C@@H](N2CCN(CC3CC3)CC2)[C@H](COCc2ccccc2)N1,-3,2
CCOC(=O)[C@]12CCCC=C1N(Cc1ccc(Cl)cc1Cl)C(=O)[C@H](CC(=O)NCCCCc1ccccc1)C2,28,8
COc1ccc2nc(C(c3ccc(C)cc3)n3c(-c4ccccc4Br)nc4ccccc43)[nH]c2c1 (configuration not stated),10,-8
Nc1ccn([C@@H]2O[C@H](C(=O)Nc3cc(C(F)(F)F)cc(C(F)(F)F)c3)[C@@H](O)[C@H]2O)c(=O)n1,-11,-2
FC(F)(F)c1cc(Cl)c2nc(-c3ccccc3)c(Cc3ccsc3)n2c1,-4,0
CC1(C)CC(Cc2ccc(C(=O)c3ccccc3)cc2)N(C(=O)OC(C)(C)C)N1 (configuration not stated),2,6
OC(c1ccc(F)cc1)c1nc(-c2cnc3ccccc3c2)cs1 (configuration not stated),15,-4
CCC(=O)N(C)C[C@H]1Oc2ncc(C#Cc3ccncc3)cc2C(=O)N([C@@H](C)CO)C[C@@H]1C,-6,3
C[C@@H]1CN([C@H](C)CO)C(=O)CCCn2nncc2CO[C@@H]1CN(C)C(=O)Nc1ccc(N2CCCCC2)cc1,-9,3
Cc1ccc(CN2CC(N3CCN(C4CCN(C)CC4)CC3)CS2(=O)=O)cc1 (configuration not stated),-11,-5
COc1cc(CNC(=O)Nc2nc(C(N)c3ccccc3)cs2)cc(OC)c1OC (configuration not stated),-5,7
# (cont.)
SMILES,EBI2 block,CXCR6 block
O=C(NCc1cccc(Cl)c1)c1cccc2c(-c3cccnc3)coc12,5,8
CCc1ccc(-c2n[nH]nc2C2=CC(=O)C[C@H](c3ccc(F)cc3)C2)cc1,54*,-1
COc1ccc(-c2c(Sc3ccccc3)c3cc(-c4ccc(OC)c(F)c4)ccc3n2C)cc1,4,7
COc1cncc(-c2cnc3sc(NCCc4ccccn4)nn23)c1,10,-15
CCCCn1nnnc1C(c1cc2ccccc2o1)N(CCC#N)Cc1ccccc1 (configuration not stated),15,11
O[C@H]1CN(CC2CCCCC2)[C@@H](c2ccc(Cl)cc2)C[C@@H]1n1cc(C2CC2)nn1,4,1
O=C(CC(=O)c1ccccc1)Nc1cccc([N+](=O)[O-])c1,4,6
COCc1cccc(-c2csc(C(O)c3ccc(F)c(OC)c3)n2)c1 (configuration not stated),-3,-2
CC1(C(=O)NCc2ccc3c(c2)OCO3)CCN1C(=O)CC1CCCC1 (configuration not stated),-2,-1
CCC/C=C/c1ccc(CN2C(C)C(=O)N(Cc3cn(CCC4OCCCO4)nn3)CCS2(=O)=O)cc1 (configuration not stated),5,-2
Cc1ccccc1CN1C(=O)C(C)Sc2ccc(-c3ccco3)cc21 (configuration not stated),2,9
O=C(C[C@H]1C(=O)N(c2ccccc2)C[C@@H]1Cc1ccccc1)Nc1ccccc1,-10,7
COc1ccc(CC(N)c2csc(Nc3ccccn3)n2)cc1 (configuration not stated),7,-8
CC(C)c1ccc([C@@H]2O[C@H](C)CC3=C2C(=O)OC(C)(C)O3)cc1,-51,4
O=C1C(=Cc2cccc(O)c2O)SC(=S)N1CCCN1CCOCC1,-9,5
OC(c1ccccc1)c1nc(-c2ccc3c(c2)OCO3)cs1 (configuration not stated),2,-4
COCCNc1nc(NCc2ccccc2OC)c2sccc2n1,-4,-2
COc1ccc(C(NC(=O)C2CCN(Cc3ccc(Oc4ccccc4)cc3)CC2)c2ccccn2)cc1 (configuration not stated),11,17
Cc1cn([C@H]2C[C@H](O)[C@@H](CNCc3ccc(-c4cc(Cl)ccc4C(F)(F)F)o3)O2)c(=O)[nH]c1=O,3,3
CCc1nc2ccc(C(=O)NCCC(C)C)cn2c1N(CC)CCOC,-7,5
Cc1ccc(-n2ncc3c(=O)n(-c4cccc(C)c4)c(=O)[nH]c32)cc1,0,-6
COc1ccc(C#Cc2ccc3c(c2)O[C@@H](CN(C)C(=O)Nc2cccc(OC)c2)[C@H](C)CN([C@@H](C)CO)S3(=O)=O)cc1,39,10
C[C@H](CO)N1C[C@H](C)[C@@H](CN(C)C(=O)Nc2ccccc2F)OCc2cnnn2CCCC1=O,-10,0
COc1ccc(Nc2nc3cc(-c4sccc4C)sc3c(=O)n2C)cc1OC,-7,6
COc1ncc(-c2c(-c3ccccc3OC)sc3ccccc23)cn1,9,5

# A second format for some results above:
# Values run as follows: EBI2 block, CXCR6 block
> Cc1ccccc1CN1C(=O)C(C)Sc2ccc(-c3ccco3)cc21 (configuration not stated)
  2, 9
> O=C(C[C@H]1C(=O)N(c2ccccc2)C[C@@H]1Cc1ccccc1)Nc1ccccc1
  -10, 7
> COc1ccc(CC(N)c2csc(Nc3ccccn3)n2)cc1 (configuration not stated)
  7, -8
> CC(C)c1ccc([C@@H]2O[C@H](C)CC3=C2C(=O)OC(C)(C)O3)cc1
  -51, 4

# (list continues)
SMILES,EBI2 block,CXCR6 block
C=Cc1cnc([N+](=O)[O-])n1C,0,-2
OC(c1ccc(F)c(F)c1)c1nc(-c2cccc(C(F)(F)F)c2)cs1 (configuration not stated),6,-5
Nc1ncnc2c1ncn2[C@@H]1O[C@H](C(=O)NCCc2ccc(F)cc2)[C@@H](O)[C@H]1O,-4,-12
COc1cc(N(C(C)=O)c2ccc(O)cc2)c2ncccc2c1,-9,-2
Cc1ccc(OCC(=O)Nc2ccc3c(c2)nc(CCN2CCN(c4ccccn4)CC2)n3C)cc1,6,0
CCc1nc2ccc(C(=O)N3CCN(C)CC3)cn2c1N(CCC(C)C)CCN(C)C,-2,-10
CN(Cc1ccccc1)C(=O)c1ccc2sc([C@@H]3O[C@H](CO)[C@H](O)[C@H](O)[C@H]3O)nc2c1,-12,18
CSc1ccc(-c2cc3c(c4c2ccn4C)C2CCC3O2)cc1 (configuration not stated),8,-9
CCOC(=O)C1(C)CCN1C(=O)COc1ccc(C(C)(C)C)cc1 (configuration not stated),3,-3
Cc1cc(C)c(OCC(=O)OCC(=O)NCc2ccco2)c(C)c1,-6,6

# Screening data (PubChem)

# This is a subset. The share of hits here may be higher or lower than overall.
